Screens (PubChem BioAssay)
BRCA1 expr act = increases BRCA1 expression | MCF7-BRCA1-FFLuc reporter, luminescence, 48 h; response scale: scaled: vehicle 0%, 10 µM genistein 100% | hit rate 1.1% among 380,000 | Potency, µM (series often up to 46.1 µM), without a hit: at the top dose activation, actives largely listed as activators | AID 624202; also: potency is read from the fitted curve at half-maximal effect; nearly all actives have a fitted effect of over 80% in size; some results filed as inactive show a strong effect at the top dose
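MCF7-BRCA1-FFLuc, 2000 cells/well; 2 h attach, 37 °C/5% CO2; compound 48 h; luciferase substrate 15 min; luminescence end-point. Norm. to genistein 10 microM max activation and DMSO; concentration-response curves fitted.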
PTAP TSG101 blk = blocks PTAP/TSG101 interaction to inhibit HIV-1 budding | Q99816 | Fluorescence polarization, FITC-PTAP peptide / Tsg101 binding | Potency, µM (titrated, usually from 115 µM), without a hit: at the highest dose activity change, negative = inhibition, hits mostly inhibitors | 340,000 tested, under 10 active | AID 493005; active = well fitted inhibition curve with a large enough effect in the main read-out, with a control signal flat, not every such curve was filed as active; inconclusive = small, poorly fitted or top-dose-only effect, or effect the other way, or a change in a side signal; inactive = no such curve, though single readings can be large or run the other way; also: potency is read from the fitted curve at half-maximal effect; % of control where 0% means no effect
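Fluorescence anisotropy tracks displacement of a FITC-tagged PTAP peptide (50 nM) from the Tsg101 binding domain (10 uM), following a 20 min room-temperature incubation at pH 7.5.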
MLL CXXC-DNA inh = MLL CXXC-DNA interaction inhibition. Q03164. MLL-CXXC / FITC-HOXA9 DNA fluorescence polarization. Potency, µM (highest dose often 115 µM), for inactives: at the highest dose activity change, negative = inhibition, hits mostly inhibitors. hit rate 0.037% among 290,000. AID 2662; active = well fitted inhibition curve with a large enough effect in the polarisation, with a control signal flat, not every such curve was filed as active; inconclusive = small, poorly fitted or top-dose-only effect, or effect the other way, or a change in a side signal; inactive = no such curve, though single readings can be large or run the other way; the % refers to the polarisation; also: potency is read from the fitted curve at half-maximal effect
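Purified MLL-CXXC (added from a 7 uM solution) was preincubated 5 min at ambient with pinned compounds in 50 mM Tris-HCl pH 7.5, 50 mM NaCl, 1 mM DTT, 0.05% BSA. Fluorescein-labeled HOX-A9 DNA (50 nM solution) followed, 30 min, then polarization read.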
TCR act = activators of T cell receptors. 330,000 tested, under 10 active. primary human leukocytes, anti-CD3, IL-2 HTRF, 48 h. Potency, µM (titrated, usually from 9.22 µM), without a hit: at the highest dose activation of IL-2 secretion, most hits filed as activators; also: % of control where 0% means no effect
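IL-2 release read by HTRF sandwich (Eu cryptate donor, d2 acceptor, 665 nm emission) after 48 hr exposure of primary human leukocytes to compound together with anti-CD3 beads in the absence of co-stimulatory signals.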
Integrin act MD = activators of alpha7 integrin expression for muscular dystrophy. alpha7betagal myoblasts, beta-gal FDG fluorescence, 48 h. Potency, µM (highest dose often 38.3 µM), without a hit: at the highest dose activation, hits mostly activators. hit rate 0.064% among 350,000;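 also: potency is read from the fitted curve at half-maximal effect; 100% = response of the positive control SU9516; nearly all actives have a fitted effect of over 60% in size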
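alpha7betagal+/- myoblasts (passage 13, 250/well) treated 48 h at 37C with compounds at 1:260 dilution of DMSO stock. Lysed, then beta-galactosidase activity read as FDG fluorescence (ex 480/em 540) after 30 min, with pre-read for autofluorescence.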
A-T KAP1 phos = potential ataxia-telangiectasia treatment; Potency, µM (doses to about 57.5 µM), without a hit: top-dose activation, hits mostly activators; […] A-T fibroblasts, KAP-1 phosphorylation AlphaLISA; neocarzinostatin DNA damage 30 min before lysis; hit rate 0.19% among 320,000; also: potency is read from the fitted curve at half-maximal effect; % of control where 0% means no effect; nearly all actives have a fitted effect of over 45% in size
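ATM-like activity read as KAP-1 phosphorylation via AlphaLISA donor/acceptor antibody pairs after lysis and 6 hr at 25C. Cells were ATM-null patient fibroblasts ([…], hTERT), dosed 60 min, then exposed to the DSB inducer NCS for 30 min.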
ELG1 DNA repair = inhibitors of ELG1-dependent DNA repair in HEK293T cells. HEK293T ELG1-luciferase reporter, luminescence, 16 h; DNA damage induced by 5-fluorouridine. Potency, µM (titrated, usually from 46.1 µM), inactives show top-dose activity change, negative = inhibition, actives largely listed as inhibitors. hit rate 2.3% among 330,000. AID 504467; also: potency is read from the fitted curve at half-maximal effect; % is scaled to controls: 0 for no effect and ±100 for the full control effect; nearly all actives have a fitted effect of over 55% in size
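Overnight (16 hr) co-exposure of 2,000 cells/well to 5-fluorouridine and compound at 37 °C preceded detection. Luciferase was quantified via ONE-Glo luminescence; loss of signal denotes inhibition.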
TRPV1 ag = activates the human vanilloid receptor TRPV1; hit rate 0.19% among 320,000; Q8NER1; activation, % at 8.33 µM; TRPV1-expressing cells, Fluo-8 calcium influx, agonist mode; in the data active = activation above about 80%; inconclusive = between about 30% and that limit; also: 0% is about no effect
Target sequence (Q8NER1 whole entry, looked up): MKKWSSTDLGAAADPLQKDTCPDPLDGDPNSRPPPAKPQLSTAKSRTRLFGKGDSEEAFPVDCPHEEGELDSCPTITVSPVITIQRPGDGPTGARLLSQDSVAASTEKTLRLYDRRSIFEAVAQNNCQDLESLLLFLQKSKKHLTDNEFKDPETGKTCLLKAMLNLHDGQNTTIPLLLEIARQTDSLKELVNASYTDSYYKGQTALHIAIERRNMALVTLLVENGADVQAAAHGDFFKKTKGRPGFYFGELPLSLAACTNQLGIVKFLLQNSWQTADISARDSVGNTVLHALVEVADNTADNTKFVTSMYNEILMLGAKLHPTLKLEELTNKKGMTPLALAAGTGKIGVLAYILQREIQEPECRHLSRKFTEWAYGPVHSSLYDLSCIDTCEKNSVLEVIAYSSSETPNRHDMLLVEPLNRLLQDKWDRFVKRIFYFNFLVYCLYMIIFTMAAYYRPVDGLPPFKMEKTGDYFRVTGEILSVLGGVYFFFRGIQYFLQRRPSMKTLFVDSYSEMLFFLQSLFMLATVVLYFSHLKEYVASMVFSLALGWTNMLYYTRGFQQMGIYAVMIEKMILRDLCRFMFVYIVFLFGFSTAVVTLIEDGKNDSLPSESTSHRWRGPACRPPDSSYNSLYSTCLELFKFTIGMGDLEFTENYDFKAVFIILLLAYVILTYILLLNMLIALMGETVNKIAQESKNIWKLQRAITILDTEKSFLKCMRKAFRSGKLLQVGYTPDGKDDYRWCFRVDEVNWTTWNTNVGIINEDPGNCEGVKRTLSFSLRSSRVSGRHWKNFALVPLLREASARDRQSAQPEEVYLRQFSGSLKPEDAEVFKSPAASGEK
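Fluo-8 calcium influx in TRPV1-expressing cells, kinetic read (ex 480/em 520 nm). Compound added and read 3 min for agonist activity, followed by capsaicin at EC20 final and 2 min further read for enhancement.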
p53 reactivator = re-activators of mutant p53. Potency, µM (titrated, usually from 92.2 µM), inactives show top-dose activity change, positive = activation, most hits filed as activators. hit rate 0.063% among 320,000. H1299 p53-A138V BP100-luciferase reporter, luminescence, 24 h. AID 504706; also: potency is read from the fitted curve at half-maximal effect; % of control where 0% means no effect; nearly all actives have a fitted effect of over 45% in size
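H1299 (p53-null), stable ts p53-A138V + BP100-Luc; 1000 cells/well, Opti-MEM/10% FBS; cpd 4 pt, 1:5; 24 h, 37 deg C, 5% CO2; detection reagent 10 min RT; luminescence.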
B2AR arrestin = recruits beta-arrestin to the human beta2-adrenergic receptor. Potency, µM (series often up to 46.1 µM), inactives show at the highest dose activation, actives largely listed as activators. AID 492947. beta-arrestin recruitment to beta2AR, cell-based reporter. hit rate 0.02% among 330,000. P07550;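 also: potency is read from the fitted curve at half-maximal effect; 0% = DMSO controls and full agonism = EC100 isoproterenol or metaproterenol; nearly all actives have a fitted effect of over 65% in size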
* hit, by the source's call; ? = inconclusive; nt = not tested or not shown; [ ] = another dose, or the depositor's remark. Unless noted, calls follow the shape of the dose curve; as a rule, active = well fitted curve in the direction sought with a large enough effect; inconclusive = small, poorly fitted or top-dose-only effect, or another doubt; inactive = no such curve, though single readings can be large; an effect the other way counts as inactive or inconclusive. The order is random. About 3.8% of those tested had a hit in this group.

Structure	TCR act	TRPV1 ag	ELG1 DNA repair	PTAP TSG101 blk	p53 reactivator	A-T KAP1 phos	BRCA1 expr act	B2AR arrestin	MLL CXXC-DNA inh	Integrin act MD
CN(C)C(=O)CCc1nc2sc3c(c2c(=O)[nH]1)CCCC3	-2%	-2	17%	0%	-2%	0%	-22%	0.1%	8%	22%
CC(=O)N1N=C(c2ccc(C(C)(C)C)cc2)OC1(C)C	-13%[46.1 µM]	4	16%	-1%	15%	3%	-45%	0.3%	-2%	-32%
CCCOc1ccc(CSc2n[nH]c(C)n2)cc1	-8%	18	?	-3%	10%	-5%	61%	0.0%	2%	12%
CCN(CC)c1ccc(/C=C/C(=O)c2cccnc2)cc1	2%	5	23µM*	-9%	8%	0%	-21%	0.0%	-9%	17%
Cc1cc(NC(=O)c2cccc(S(=O)(=O)N3CC(c4ccccc4)CC3=O)c2)no1 (stereo not given)	8%	-2	?	-3%	-1%	-3%	4%	0.2%	4%	-25%
CCOC(=O)c1cnc2c(cnn2C)c1NCCC(O)C(F)(F)F (stereo not given)	6%	-1	-30%	-3%	5%	-5%	0%	-0.1%	0%	-22%
O=[N+]([O-])c1cc(S(=O)(=O)N2CCCC2)ccc1OCc1ccccc1	0%	-2	?	4%	-4%	6%	14%	-0.1%	24%	18%
CCc1ccc(-c2nc(C)c(CCO)c(=O)[nH]2)cc1	-2%	2	4%	-2%	-2%	1%	-17%	-0.4%	1%	12%
Cc1ccc(CNc2ccc(N3CCOCC3)cc2)cc1	7%	0	?	-1%	nt	-17%	?	-0.3%	1%	11%
O=C(COc1ncnc2ccccc12)NC1CCCC1	nt	nt	11%	-2%	-1%	13%	6%	-2.1%	nt	-7%
CCC(C)NC(=O)C1CCN(S(=O)(=O)c2cccs2)CC1 (stereo not given)	-3%	0	-1%	-2%	0%	0%	0%	-0.1%	-1%	10%
Cc1ccccc1NC(=O)N1CCCC1C(=O)NCc1cccs1 (stereo not given)	-3%[46.1 µM]	4	?	-3%	7%	-1%	-7%	0.3%	1%	33%
COc1cccc(NC(=O)Cc2cccs2)c1	3%	19	?	-1%	13%	0%	38%	0.0%	-13%	0%
COCCCn1c2nc3ccccc3nc2c2c(=O)n(Cc3ccc(Cl)cc3)cnc21	-7%	-1	-13%	-9%	-7%	-1%	-6%	-0.3%	1%	1%
O=C(Nc1ccc(Cl)cc1)Nc1csc([N+](=O)[O-])c1	6%	?	-3%	2%	?	6%	-38%	-0.7%	-25%	-70%[inhibitor]
Cc1ccc2oc(C(=O)N3CCN(CCO)CC3)c(C)c2c1	3%	-2	1%	0%	5%	7%	29%	0.0%	-10%	1%
CN(C(=O)c1cccc(NC(=O)Cc2cccc([N+](=O)[O-])c2)c1)C1CCC1	3%	nt	?	nt	0%	6%	-39%	0.0%	nt	6%
CC1CCN(S(=O)(=O)c2ccc(NC(=O)C3CC3)cc2)CC1	0%	19	?	-1%	-3%	-8%	-17%	0.2%	-2%	12%
COCCCNC(=O)Cc1c(C)c2c(cc(C)c3c(C)c(C)oc32)oc1=O	7%	17	15%	-2%	6%	-8%	-25%	2.6%	29%	4%
CC1CCN(c2ccc(C(=O)Nc3ccc4c(c3)OCO4)cc2[N+](=O)[O-])CC1	4%	?	?	-2%	4%	-2%	-29%	-0.9%	-1%	-44%
Fc1ccc2nc(C(F)(F)F)cc(N3CCOCC3)c2c1	-1%	1	0%	-1%	-4%	-1%	-9%	0.6%	-4%	?
O=C(C[C@@H]1C/C=C/CC[C@@H](Cc2ccc(F)cc2)C(=O)OCCNC1=O)N[C@H](CO)Cc1ccccc1	-7%	nt	-17%	-4%	5%	-2%	-7%	-0.1%	nt	3%
Cc1ccc2cc(CN(CC3CCCO3)C(=S)NCc3ccco3)c(=O)[nH]c2c1C (stereo not given)	8%[46.1 µM]	14	?	-2%	-2%	-1%	-6%	-0.7%	-2%	2%
CCC(CO)NC(=O)c1cccc(S(=O)(=O)N2c3ccccc3CC2C)c1 (stereo not given)	21%	7	14%	0%	3%	3%	4%	0.2%	0%	10%
CC(=O)Nc1ccc(S(=O)(=O)N2CCN(C(=O)c3ccccc3F)CC2)cc1	-7%[46.1 µM]	-3	9%	-8%	-3%	-2%	-49%	0.1%	-10%	-12%
O=S(=O)(NCc1ccco1)c1ccc(Cl)s1	-6%[46.1 µM]	nt	16%	-1%	3%	10%	-10%	-0.7%	nt	19%
O=C(CSc1c(Cl)cccc1Cl)NC1CCCc2ccccc21 (stereo not given)	2%[46.1 µM]	2	9%	-4%	-3%	3%	-22%	0.0%	4%	-2%
Cc1cccc(C)c1NC(=O)CNC(=O)c1ccncc1	-5%	-2	16%	-2%	23%	10%	4%	-0.5%	11%	-18%
CCCOc1cccc(-c2nnc(N)s2)c1	0%	-1	?	-12%	14%	-3%	47%	0.5%	-11%	9%
CC1=C(C(=O)OC(C)C)C(c2cccs2)n2ncnc2N1 (stereo not given)	14%	-1	-16%	-3%	-2%	-13%	0%	0.0%	16%	-7%

2 of the compounds above, with values under each structure.
Order of results: TCR act	TRPV1 ag	ELG1 DNA repair	PTAP TSG101 blk	p53 reactivator	A-T KAP1 phos	BRCA1 expr act	B2AR arrestin	MLL CXXC-DNA inh	Integrin act MD
- O=C(CSc1c(Cl)cccc1Cl)NC1CCCc2ccccc21 (stereo not given)
 : 2%[46.1 µM]	2	9%	-4%	-3%	3%	-22%	0.0%	4%	-2%
- Cc1cccc(C)c1NC(=O)CNC(=O)c1ccncc1
 : -5%	-2	16%	-2%	23%	10%	4%	-0.5%	11%	-18%

Some of these compounds in order of number of heavy atoms, smallest number first.
Structure	TCR act	TRPV1 ag	ELG1 DNA repair	PTAP TSG101 blk	p53 reactivator	A-T KAP1 phos	BRCA1 expr act	B2AR arrestin	MLL CXXC-DNA inh	Integrin act MD
CCCOc1cccc(-c2nnc(N)s2)c1	0%	-1	?	-12%	14%	-3%	47%	0.5%	-11%	9%
Fc1ccc2nc(C(F)(F)F)cc(N3CCOCC3)c2c1	-1%	1	0%	-1%	-4%	-1%	-9%	0.6%	-4%	?
CCC(CO)NC(=O)c1cccc(S(=O)(=O)N2c3ccccc3CC2C)c1 (stereo not given)	21%	7	14%	0%	3%	3%	4%	0.2%	0%	10%

Further compounds:
Structure	TCR act	TRPV1 ag	ELG1 DNA repair	PTAP TSG101 blk	p53 reactivator	A-T KAP1 phos	BRCA1 expr act	B2AR arrestin	MLL CXXC-DNA inh	Integrin act MD
CC1CCN(C(=O)COc2ccc(Nc3ccccc3)cc2)CC1	-4%	22	-1%	-4%	-8%	-1%	11%	0.1%	3%	1%
Cc1ccc(-c2n[nH]c(=S)n2C)cc1	-11%	-4	8%	0%	-4%	nt	-18%	-0.1%	-8%	6%
O=C(O)CCCNS(=O)(=O)Cc1ccccc1	-3%[46.1 µM]	-1	9%	-3%	5%	-6%	-4%	-0.8%	-11%	15%
Cc1nnn(-c2nonc2N)c1C(=O)N/N=C/c1ccccc1O	2%[46.1 µM]	7	?	-2%	-3%	0%	-37%	-0.1%	19%	-26%
COc1ccc(-c2cc(C#N)nc(N3CCN(C)CC3)n2)cc1	-1%[46.1 µM]	4	?	-1%	-4%	7%	-8%	-1.2%	5%	-28%
COC(=O)C1=C(O)/C(=C\c2cc(C)n(-c3ccc(F)cc3)c2C)N=C1C	8%	16	18%	-5%	-1%	-3%	-25%	-0.4%	6%	?
O=C(COC(=O)/C=C/c1cccc(F)c1)NC(=O)NCc1ccccc1	3%	nt	0%	-1%	-3%	12%	-28%	-0.1%	nt	0%
O=C(COC(=O)CNC(=O)c1ccc(Cl)cc1)Nc1ccc(Cl)cn1	nt	nt	?	-7%	0%	-3%	3%	0.0%	nt	-29%
CCOc1ccc(NC(=O)c2nn(C)cc2Br)cc1	nt	27	?	-5%	?	4%	75%	-0.8%	-6%	25%
O=C(Nc1ccccc1N1CCOCC1)c1ccc([N+](=O)[O-])s1	-1%	nt	?	1%	6%	-1%	-54%	0.1%	nt	-63%[inhibitor]
CCOC(=O)C1=C(COC(=O)/C=C/c2cccc(OC)c2OC)NC(=O)NC1C (stereo not given)	8%	5	?	nt	nt	18%	26%	2.9%	6%	-31%
Cc1ccc(N(C(=O)Cn2nnc(-c3ccc(F)cc3)n2)C(C(=O)NC(C)(C)C)c2ccncc2)cc1 (stereo not given)	3%	-1	-11%	-4%	19%	12%	-22%	0.1%	45%[activator]	-13%
CC(C)c1cc(C(=O)O)c2cnn(C(C)C)c2n1	-17%	0	0%	-2%	-3%	31%	-7%	-0.1%	-5%	20%
O=C(CSc1ncccn1)n1c2c(c3ccccc31)CCCC2	-6%	3	?	-2%	10%	25%	-2%	-0.2%	-6%	4%
